Bioassay records: PubChem BioAssay, several laboratories
MEKK3 PB1 HTS: modulators (inhibitors or enhancers) of MEK5 binding to human MEKK3 PB1 domain | Q99759 | binding response (% of control), % at 10 µM | bead-based flow cytometry, Alexa488-MEK5 binding to MEKK3; actives lie on both sides; 0 = blocked by unlabeled MEK5, 100 = vehicle | 290,000 tested, 1.4% active;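 active means binding response more than 3 SD above or below the average of its plate-row segment, actives on both sides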;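 further: Alexa488 bead fluorescence after subtracting the streptavidin-only scavenger bead signal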
Target sequence (Q99759 whole entry, looked up, the tested form may be a part): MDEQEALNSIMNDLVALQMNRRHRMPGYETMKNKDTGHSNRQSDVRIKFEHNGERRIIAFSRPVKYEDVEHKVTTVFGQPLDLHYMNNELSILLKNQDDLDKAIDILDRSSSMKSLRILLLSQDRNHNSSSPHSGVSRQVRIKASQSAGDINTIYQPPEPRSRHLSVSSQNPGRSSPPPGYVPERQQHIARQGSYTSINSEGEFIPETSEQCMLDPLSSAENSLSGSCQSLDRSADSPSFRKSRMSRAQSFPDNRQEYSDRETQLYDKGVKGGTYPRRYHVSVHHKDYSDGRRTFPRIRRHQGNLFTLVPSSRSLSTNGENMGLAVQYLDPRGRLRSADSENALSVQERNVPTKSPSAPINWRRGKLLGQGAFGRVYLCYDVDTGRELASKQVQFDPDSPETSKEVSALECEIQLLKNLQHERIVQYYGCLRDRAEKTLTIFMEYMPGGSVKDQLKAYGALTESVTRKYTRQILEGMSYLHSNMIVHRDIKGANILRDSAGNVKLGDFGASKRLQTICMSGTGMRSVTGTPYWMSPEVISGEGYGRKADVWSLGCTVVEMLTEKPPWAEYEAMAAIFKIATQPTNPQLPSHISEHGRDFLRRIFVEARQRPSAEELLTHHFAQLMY
VIM-2 inh: inhibitors of Pseudomonas aeruginosa VIM-2 metallo-beta-lactamase; purified VIM-2, nitrocefin hydrolysis, epi-absorbance fluorescence; inhibition, % at 5.6 µM; 290,000 tested, 0.89% active;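 active means inhibition above the mean of all tested compounds plus 3 SD, cutoff set per screening run, cut at about 7.5% in these data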;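 further: red hydrolysis product quenches plate fluorescence so inhibitors raise well fluorescence; 0% = enzyme with DMSO and 100% = DMSO without enzyme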
IMP-1 inh: blocks Pseudomonas aeruginosa IMP-1 metallo-beta-lactamase | purified IMP-1, nitrocefin hydrolysis, epi-absorbance fluorescence | inhibition, % at 5.6 µM | 290,000 tested, 0.45% active | AID 1556;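 active means inhibition above the mean plus 3 SD of all compounds in the same screening run, cut at about 4.5% in these data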;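 further: 0% = IMP-1 with DMSO and 100% = DMSO wells lacking enzyme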
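Assay system: purified recombinant IMP-1 beta-lactamase. Input: IMP-1 0.2 nM before substrate addition. Buffer or medium: Zinc- and detergent-supplemented HEPES buffer, pH 7.1. Schedule: 25 °C, 15 min preincubation, 25 min reaction. Signal: Epi-absorbance fluorescence, 480 nm excitation, 530 nm emission. Evaluation: percent inhibition from optical density relative to buffer-blank wells.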
UBC9 SUMO inh: inhibitors of human SUMOylation (UBC9) | P63279 | HTRF SUMOylation assay, SAE1/SAE2 + UBC9, in vitro | inhibition, % at 35 µM | 290,000 tested, 0.36% active; in the data active means inhibition above about 50%, passing the limit was not always enough; further: strong numbers were not always called active
Target sequence (P63279 whole entry, looked up): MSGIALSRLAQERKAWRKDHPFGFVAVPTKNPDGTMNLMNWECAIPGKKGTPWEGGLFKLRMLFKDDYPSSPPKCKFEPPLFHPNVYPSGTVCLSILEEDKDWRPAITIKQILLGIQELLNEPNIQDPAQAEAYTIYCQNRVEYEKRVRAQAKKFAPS
PHOSPHO1 inh: inhibitors of human PHOSPHO1 phosphatase; Q8TCT1; recombinant PHOSPHO1, absorbance phosphatase assay; inhibition, % at 13.3 µM; 290,000 tested, 1.1% active; in the data active means inhibition above about 60%
Target sequence (Q8TCT1 whole entry, looked up): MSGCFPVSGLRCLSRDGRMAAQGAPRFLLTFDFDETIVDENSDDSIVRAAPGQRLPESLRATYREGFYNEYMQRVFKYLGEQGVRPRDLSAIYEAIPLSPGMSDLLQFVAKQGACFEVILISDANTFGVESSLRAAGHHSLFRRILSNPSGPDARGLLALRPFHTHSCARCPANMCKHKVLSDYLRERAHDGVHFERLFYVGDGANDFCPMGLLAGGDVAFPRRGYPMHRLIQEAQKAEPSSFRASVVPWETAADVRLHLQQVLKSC
HCV NS3 hel inh: HCV NS3 helicase inhibition; NS3 helicase DNA unwinding, Cy5 molecular beacon fluorescence; inhibition, % at 10.9 µM; 290,000 tested, 0.56% active;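 active means inhibition above the mean of all tested compounds plus 3 SD, set per campaign, cut at about 35% in these data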;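 further: 0% = DMSO wells and 100% = thioflavine S control wells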
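assay system = NS3 helicase fragment of HCV | buffer or medium = MOPS pH 6.5, MgCl2, DTT, Tween20, BSA | timing = 60 min unwinding reaction at 25 °C after ATP addition | signal = Cy5 beacon fluorescence read at start and 1 h | read-out basis = % inhibition of unwinding | control set = low DMSO, high thioflavine S at 110 µM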
FID counter: fluorescent intercalator displacement, NS3 helicase counter-screen | 290,000 tested, 0.17% active | inhibition, % at 7.9 µM | AID 1845 | DNA fluorescent intercalator displacement, fluorescence; in the data active means inhibition above about 37%;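 further: 0% = vehicle and 100% = reference compound; higher means more ethidium bromide displaced from hairpin DNA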
IDE cell activ: boosts human insulin-degrading enzyme activity in HEK cells; 340,000 tested, 0.073% active; FAbeta-B cleavage, fluorescence polarization; 0% vehicle, 100% cell-free pure enzyme wells; activation, % at 5.96 µM;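 active means activation above the mean of all tested compounds plus 3 SD, set per screening campaign, cut at about 17% in these data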
p-CIP stab down: lowers stability of the mouse p/CIP coactivator protein; Q05BA5; F442A p/CIP-EGFP cells, EGFP fluorescence, 16 h; decrease of EGFP signal, % at 10 µM; 290,000 tested, 0.01% active; AID 1984;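 active means EGFP signal decrease of at least 30% at 10 µM or well 3 SD below plate mean, unless failing retest; inactive means the rest, including hits failing retest or dose response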; further: some compounds called inactive have numbers as strong as hits; many of its hits are not listed in these tables
Active calls of the source: *; x = no result given; [ ] = another dose, or the depositor's remark.

cpd | Compound | p-CIP stab down | IMP-1 inh | MEKK3 PB1 HTS | IDE cell activ | UBC9 SUMO inh | PHOSPHO1 inh | HCV NS3 hel inh | VIM-2 inh | FID counter
1 | C=CCNS(=O)(=O)c1ccc(OCC(=O)OCC)cc1 | -0.8 | -5.3 | 89.0 | 1.9 | 4.1 | -10.7 | -4.6 | 0.3 | -2.4
2 | CCn1c(SCc2ccccc2Cl)nc2ccccc21 | -12.2 | -2.8 | 102.0 | 1.6 | -19.6 | 0.1 | -11.6 | -0.7 | -11.7
3 | COC(=O)CSC1=C(C#N)C(c2ccccc2)CC(=O)N1 (configuration not stated) | -20.0 | 2.3 | 2.0*[inhibitor] | -5.2 | -9.3 | 2.9 | 28.6 | -2.0 | -3.1
4 | O=C(O)c1cc(NC(=O)c2ccc([N+](=O)[O-])cc2)cc(NC(=O)c2ccc([N+](=O)[O-])cc2)c1 | -3.3 | 0.5 | 100.0 | 0.4 | 1.2 | 18.4 | 14.4 | -0.2 | -8.4
5 | COc1ccc(/C=N/NC(=O)CCn2nc(C)cc2C)cc1O | -5.4 | -2.7 | 100.0 | 6.7 | 16.6 | 11.6 | 3.3 | -3.0 | -8.0
6 | CCOC(=O)C1CCN(C(=O)CCNS(=O)(=O)c2cc(Br)cnc2N)CC1 | -11.8 | -0.2 | 100.0 | 4.7 | x | -27.3 | 1.4 | -1.3 | -16.8
7 | CC(C)C(=O)Nc1ccc2oc(-c3cc(F)c(F)cc3Cl)nc2c1 | -0.9 | -0.7 | 104.0 | 2.8 | 14.1 | -10.5 | 0.6 | -3.5 | -0.9
8 | CCC1(c2ccccc2)NC(=O)N(CC(=O)Nc2ccc(S(N)(=O)=O)cc2)C1=O (configuration not stated) | -6.5 | -3.5 | 101.0 | 1.6 | 22.1 | 18.4 | -2.1 | -3.6 | -10.2
9 | Cn1c(-c2ccc[nH]c2=O)nc2cc(Cl)ccc21 | -6.4 | -1.6 | 102.0 | 1.2 | 30.7 | 12.2 | 7.8 | -1.9 | -8.6
10 | CCN(Cc1cc2cc(C)ccc2[nH]c1=O)S(=O)(=O)c1ccccc1 | -3.9 | -3.4 | 109.0 | 7.6 | 11.5 | -9.4 | -6.1 | -2.7 | -22.9
11 | COc1cc(NC(=O)COC(=O)CNS(=O)(=O)c2ccc(F)c(F)c2F)cc(OC)c1 | -1.7 | -2.9 | 101.0 | 3.2 | 3.0 | -5.1 | 0.5 | -0.6 | -8.2
12 | CCOC(=O)C(=O)Nc1sc(C(=O)N(CC)CC)c(C)c1C#N | -11.4 | -2.4 | 104.0 | -0.6 | -5.2 | 44.8 | -6.7 | -1.6 | -2.1
13 | O=C(CN1CCN(c2ncccn2)CC1)N1CCc2ccccc21 | -7.3 | -5.2 | 94.0 | 3.2 | 4.2 | -8.7 | 2.3 | -1.4 | -11.5
14 | O=C(NCCCNC(=O)c1cnccn1)c1ccc(Cl)c(Cl)c1 | -17.4 | -2.7 | 98.0 | -0.9 | 16.9 | 40.5 | -2.2 | -3.0 | -13.2
15 | O=C1NC(c2ccc3c(c2)OCO3)Nc2ccccc21 (configuration not stated) | -2.0 | 0.0 | 95.0 | -0.8 | 10.6 | -30.9 | 7.9 | 0.7 | 3.7
16 | Cc1cc(CNC(=O)C2CCC(=O)N(CCc3cccc(F)c3)C2)nn1C (configuration not stated) | -2.9 | -2.4 | 104.0 | -3.8 | 12.8 | 26.5 | 3.4 | -2.5 | -13.8
17 | N#Cc1nc(-c2ccco2)oc1NCc1ccco1 | -0.3 | -0.3 | 102.0 | -1.0 | 6.1 | -6.7 | 5.5 | -1.7 | -3.3
18 | Cc1ccc(S(=O)(=O)N2CCN(S(=O)(=O)N(C)C)CC2)cc1 | 3.8 | -0.9 | 97.0 | 3.6 | -1.3 | -6.9 | 8.2 | -1.8 | 3.3
19 | COC(=O)CCCC1=CC2=CC(=O)C(C)(OC(=O)c3cccs3)C(=O)C2=CN1CC(C)C (configuration not stated) | -15.5 | x | 97.0 | -3.3 | 15.8 | 17.7 | x | x | x
20 | O=C(c1cn(CC2CCCCC2)nn1)N1CCN(c2ccc(F)cc2)CC1 | -5.3 | -1.4 | 100.0 | -3.4 | -3.8 | 36.8 | -9.7 | -2.8 | -48.7
21 | O=C1CC(N2CCSCC2)C(=O)N1c1ccc(Br)cc1 (configuration not stated) | -3.7 | -1.3 | 103.0 | 7.8 | 15.8 | 24.0 | 1.4 | -1.6 | -7.3
22 | CC(C)(C)NC(=O)Cn1nnc(-c2ccccc2NC(=O)c2ccco2)n1 | x | -2.5 | 93.0 | 3.0 | x | x | 1.7 | -1.6 | 0.3
23 | COc1ccc(OC)c(S(=O)(=O)Nc2ccc(OCC(=O)O)cc2)c1 | 3.6 | -3.6 | 97.0 | 4.6 | -0.1 | -17.6 | 0.5 | -2.0 | -0.1
24 | Cn1c(CCN2CCCCC2)nc2cc(NC(=O)NC3CCCCC3)ccc21 | -1.8 | x | 105.0 | -4.8 | -1.7 | -17.2 | x | x | x
25 | CCOC(=O)C(CCCCC(NC(C)=O)(C(=O)OCC)C(=O)OCC)(NC(C)=O)C(=O)OCC | -5.6 | -1.4 | 107.0 | 13.1 | 5.8 | 24.0 | -8.7 | -0.2 | -15.8
26 | Cc1ccc(SCCC(=O)OCC(=O)NCC2CCCCC2)cc1 | -0.8 | -1.9 | 100.0 | 7.9 | -3.6 | -34.8 | -2.9 | -2.7 | -43.3
27 | Cn1cc(/C=N/NC(N)=S)c2ccccc21 | 6.0 | -2.3 | 101.0 | 1.1 | -2.7 | -16.7 | -1.3 | -3.1 | -2.7
28 | Cc1nc(COc2cccc(Cl)c2)sc1C(=O)/C=C/N(C)C | -8.8 | 0.3 | 120.0 | -8.6 | 22.5 | 17.1 | 16.6 | 1.1 | -4.9
29 | Cc1ccc(-n2ncc3c2CCCC3NC(=O)c2ccoc2)cc1C (configuration not stated) | 1.0 | -1.9 | 104.0 | 3.5 | 10.4 | 38.3 | -0.3 | 1.0 | -38.4
30 | CC(C)(C)C(=O)Nc1ccc(NC(=O)C(C)(C)C)cc1 | 5.2 | 0.6 | 48.0*[inhibitor] | 7.3 | 14.1 | 28.8 | -0.7 | 1.7 | 1.0
31 | Cc1ccc(S(=O)(=O)NCc2ccccc2)cc1C(=O)N(C)Cc1ccc(F)cc1 | -9.5 | -4.9 | 100.0 | -1.0 | 7.7 | 43.1 | 0.6 | -3.3 | -37.3
32 | C=CCn1cc(Cl)c(=O)n(CC=C)c1=O | 10.0 | -0.9 | 98.0 | 4.8 | 20.5 | -1.2 | 8.0 | -1.7 | -0.6
33 | Cc1cccc(N2CCN(S(=O)(=O)c3cc4c(cc3Cl)NC(=O)CO4)CC2)c1C | -3.4 | -2.1 | 102.0 | -8.3 | 8.2 | 28.1 | -12.9 | -2.1 | -17.6
34 | N=c1c(C(=O)NCc2ccccc2)cc2c(=O)n3ccccc3nc2n1CCCN1CCOCC1 | 13.5 | x | x | -2.1 | 6.3 | 2.8 | x | x | x
35 | O=C1CCCc2c1[nH]c1c(Br)cccc21 | -8.0 | -1.2 | 106.0 | -0.5 | 4.9 | -13.6 | -0.2 | -0.4 | -1.8
36 | CC(C)c1ccccc1NC(=O)CNC(C)c1ccc(F)cc1 (configuration not stated) | 9.9 | -1.8 | 104.0 | x | 17.5 | 10.8 | -34.3 | 2.0 | -7.4
37 | Cn1cc(NC(=O)OCc2ccc(Cl)cc2)c(C(F)(F)F)n1 | 5.2 | -3.0 | 100.0 | -1.3 | -12.9 | 12.7 | -1.5 | -2.5 | -12.2
38 | COC(=O)c1cc(S(=O)(=O)N2CCN(c3cccc(C)c3C)CC2)c[nH]1 | -6.7 | -2.8 | 102.0 | -3.0 | 8.9 | 17.6 | -20.8 | -3.2 | -26.6
39 | N#C/C(=N\Nc1ccc(Cl)cc1)C(=O)c1ccccc1 | 1.9 | -0.5 | 97.0 | 4.9 | 8.2 | 5.5 | -3.4 | 1.9 | -13.6
40 | Cc1ccc(NC(=S)NNc2ncc(C(F)(F)F)cc2Cl)c(C)c1 | 3.8 | -2.6 | 106.0 | -2.3 | -0.2 | 37.2 | -5.1 | -2.5 | -14.5

Copied from the list.
Value of Cc1ccc(-n2ncc3c2CCCC3NC(=O)c2ccoc2)cc1C (configuration not stated) under IMP-1 inh: -1.9
Value of Cc1nc(COc2cccc(Cl)c2)sc1C(=O)/C=C/N(C)C under p-CIP stab down: -8.8

Next results.
cpd | Compound | p-CIP stab down | IMP-1 inh | MEKK3 PB1 HTS | IDE cell activ | UBC9 SUMO inh | PHOSPHO1 inh | HCV NS3 hel inh | VIM-2 inh | FID counter
41 | CCC(=O)Nc1cc(C)c(NC(=O)CCc2ccccc2)cn1 | 5.4 | -1.8 | 104.0 | 4.4 | -12.2 | 2.3 | -7.8 | -3.6 | -6.9
42 | O=C(CCN1C(=O)/C(=C/c2ccccc2)SC1=S)NCCCN1CCOCC1 | -6.3 | 0.4 | 105.0 | 1.5 | 14.4 | 30.4 | -29.0 | -1.8 | 10.3
43 | Nc1cc(=O)[nH]c(SCC(=O)Nc2cccc(Cl)c2)n1 | -6.2 | -4.5 | 97.0 | 2.5 | 6.2 | -1.3 | -3.8 | -2.7 | 3.3
44 | Cc1cc(C)nc(NS(=O)(=O)c2ccc(NC(=O)c3cc(=O)c4ccccc4o3)cc2)n1 | -15.2 | -1.2 | 96.0 | -0.3 | x | 52.6 | 2.5 | -7.1 | -17.1

Among those listed so far, 8 have fluorine:
cpd | Compound | p-CIP stab down | IMP-1 inh | MEKK3 PB1 HTS | IDE cell activ | UBC9 SUMO inh | PHOSPHO1 inh | HCV NS3 hel inh | VIM-2 inh | FID counter
7 | CC(C)C(=O)Nc1ccc2oc(-c3cc(F)c(F)cc3Cl)nc2c1 | -0.9 | -0.7 | 104.0 | 2.8 | 14.1 | -10.5 | 0.6 | -3.5 | -0.9
11 | COc1cc(NC(=O)COC(=O)CNS(=O)(=O)c2ccc(F)c(F)c2F)cc(OC)c1 | -1.7 | -2.9 | 101.0 | 3.2 | 3.0 | -5.1 | 0.5 | -0.6 | -8.2
16 | Cc1cc(CNC(=O)C2CCC(=O)N(CCc3cccc(F)c3)C2)nn1C (configuration not stated) | -2.9 | -2.4 | 104.0 | -3.8 | 12.8 | 26.5 | 3.4 | -2.5 | -13.8
20 | O=C(c1cn(CC2CCCCC2)nn1)N1CCN(c2ccc(F)cc2)CC1 | -5.3 | -1.4 | 100.0 | -3.4 | -3.8 | 36.8 | -9.7 | -2.8 | -48.7
31 | Cc1ccc(S(=O)(=O)NCc2ccccc2)cc1C(=O)N(C)Cc1ccc(F)cc1 | -9.5 | -4.9 | 100.0 | -1.0 | 7.7 | 43.1 | 0.6 | -3.3 | -37.3
36 | CC(C)c1ccccc1NC(=O)CNC(C)c1ccc(F)cc1 (configuration not stated) | 9.9 | -1.8 | 104.0 | x | 17.5 | 10.8 | -34.3 | 2.0 | -7.4
37 | Cn1cc(NC(=O)OCc2ccc(Cl)cc2)c(C(F)(F)F)n1 | 5.2 | -3.0 | 100.0 | -1.3 | -12.9 | 12.7 | -1.5 | -2.5 | -12.2
40 | Cc1ccc(NC(=S)NNc2ncc(C(F)(F)F)cc2Cl)c(C)c1 | 3.8 | -2.6 | 106.0 | -2.3 | -0.2 | 37.2 | -5.1 | -2.5 | -14.5

A portion of the library; count on the stated rates, not on these rows.
